# B2AR arrestin ag: agonists recruiting beta-arrestin to human beta2-adrenergic receptor; HTLA Tango cells, beta-arrestin recruitment, luciferase luminescence, 18 h; Potency, µM (doses to about 46.1 µM), inactives show at the top dose activation, actives largely listed as activators; 44,000 tested, under 10 active;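 further: potency means the concentration at half of the fitted maximal effect; 0% = DMSO and full agonism = EC100 isoproterenol or metaproterenol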
#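 Tango cells expressing recombinant beta2-AR and beta-arrestin were treated with compounds (up to 46 microM titration) in DMEM with 1% FBS for 18 hr at 37 degrees C. Beta-arrestin recruitment drove tTA-dependent luciferase, read by luminescence; curves were fitted and classed.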
# TSG101-PTAP inh: blocks PTAP binding to human TSG101, validation. Q99816. Fluorescence polarization, FITC-PTAP peptide/Tsg101, 20 min. Potency, µM (doses to about 115 µM), without a hit: top-dose activity change, negative = inhibition, hits mostly inhibitors. 44,000 tested, under 10 active. AID 1347069; further: potency means the concentration at half of the fitted maximal effect; 0% is about no effect
#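 qHTS FP binding, 20 min r.t.: 10 uM Tsg101 domain + 50 nM FITC-PTAP peptide, pH 7.5 HEPES buffer with TCEP and EDTA.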
# p53null 39C tox: selectivity test: cytotoxicity in p53 null cells, nonpermissive temperature. H1299 p53-null (neo) cells, 39C, ATPlite viability, 24 h. Potency, µM (top dose mostly 46.1 µM), for inactives: top-dose activity, negative = cell killing, usual class: cytotoxic. actives 0.97% (n = 55,000). AID 904;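 further: potency means the concentration at half of the fitted maximal effect; 0% = DMSO only and -100% = full killing by 100 µM tamoxifen; nearly all actives have a fitted effect of over 50% in size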
#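 Concentration-response (up to 46 uM) was run for 24 h at the nonpermissive 39C on H1299-p53A138V or H1299-neo cells. ATP content was measured with ATPlite luminescence. AC50 values were Hill-modeled after normalizing between DMSO and 100 uM tamoxifen killing.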
# p53null 32C tox: selectivity test: cytotoxicity in p53 null cells, permissive temperature; Potency, µM (highest dose often 46.1 µM), for inactives: at the top dose activity change, negative = cytotoxicity, usual class: cytotoxic; H1299-neo p53 null cells, ATP luminescence, 24 h, 32C; actives 0.62% (n = 55,000); AID 903;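 further: potency means the concentration at half of the fitted maximal effect; 0% = DMSO only and -100% = full killing by 100 µM tamoxifen; nearly all actives have a fitted effect of over 55% in size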
#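 H1299-neo (p53-null) cells, 600/well, were pre-incubated overnight at 37C, then exposed to compounds at up to 46 uM for 24 hr at 32C. Viability was measured as ATP content by luminescence, and AC50 values came from Hill fits.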
# FH mod: Identification of activators of human fumarate hydratase by quantitative high-throughput screening | Fumarate hydratase, mitochondrial (Homo sapiens), P07954 | FH coupled MDH/diaphorase resazurin fluorescence, 15 min | Potency, µM (titrated, usually from 79.9 µM), without a hit: top-dose activity change, negative = inhibition, actives largely listed as inhibitors | actives 0.22% (n = 54,000) | AID 1347055, 2019; further: potency means the concentration at half of the fitted maximal effect; on the % scale 0 is the no-effect control and ±100 the full control effect; the screen sought activators but most active calls are inhibition curves; nearly all actives have a fitted effect of over 45% in size
# Target sequence (P07954 whole entry, looked up): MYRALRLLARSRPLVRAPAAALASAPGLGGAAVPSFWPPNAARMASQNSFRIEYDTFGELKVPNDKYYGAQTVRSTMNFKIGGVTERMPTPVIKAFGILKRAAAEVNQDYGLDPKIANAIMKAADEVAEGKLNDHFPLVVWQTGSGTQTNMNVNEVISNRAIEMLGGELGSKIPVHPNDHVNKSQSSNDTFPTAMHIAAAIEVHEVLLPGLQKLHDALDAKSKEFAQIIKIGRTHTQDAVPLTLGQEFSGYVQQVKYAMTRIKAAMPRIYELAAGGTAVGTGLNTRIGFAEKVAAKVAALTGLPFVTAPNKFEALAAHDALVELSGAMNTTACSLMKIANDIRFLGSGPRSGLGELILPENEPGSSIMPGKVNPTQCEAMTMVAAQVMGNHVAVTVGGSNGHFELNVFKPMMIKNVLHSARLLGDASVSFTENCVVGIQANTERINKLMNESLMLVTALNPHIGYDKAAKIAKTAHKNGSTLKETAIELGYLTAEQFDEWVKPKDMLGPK
# NTMT1 inhibitor: NTMT1 methyltransferase inhibition | Q9BV86 | NTMT1 MTase-Glo SAH luminescence, purified enzyme | Potency, µM (doses to about 114 µM), for the others: at the highest dose activity change, negative = inhibition, most hits filed as inhibitors | actives 2.5% (n = 59,000);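 further: potency means the concentration at half of the fitted maximal effect; plate controls were DMSO vehicle for no effect and no enzyme for full effect; nearly all actives have a fitted effect of over 65% in size; many of its hits are not listed in these tables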
# GALK inhibitor: inhibits human galactokinase | 44,000 tested, under 10 active | P51570 | Potency, µM (highest dose often 57.5 µM), without a hit: at the top dose activity, negative = inhibition, actives largely listed as inhibitors | recombinant GALK, Kinase-Glo ATP luminescence, 1 h;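 further: plate controls were full GALK reaction for no effect and reaction lacking GALK for full effect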
# Target sequence (P51570 whole entry, looked up): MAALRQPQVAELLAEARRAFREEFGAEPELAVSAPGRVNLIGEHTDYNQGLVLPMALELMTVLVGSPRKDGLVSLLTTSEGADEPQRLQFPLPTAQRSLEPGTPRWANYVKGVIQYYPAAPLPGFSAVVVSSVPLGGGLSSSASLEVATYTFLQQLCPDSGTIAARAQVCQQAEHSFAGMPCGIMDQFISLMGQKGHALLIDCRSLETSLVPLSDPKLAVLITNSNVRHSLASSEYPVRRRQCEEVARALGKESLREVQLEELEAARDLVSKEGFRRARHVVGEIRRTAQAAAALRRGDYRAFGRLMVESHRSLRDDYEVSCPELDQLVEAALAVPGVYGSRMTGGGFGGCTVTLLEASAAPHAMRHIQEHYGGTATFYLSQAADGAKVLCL
#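 Human GALK (5 nM) was incubated with 35 uM ATP and 100 uM galactose in 20 mM HEPES pH 8.0 with MgCl2, NaCl, DTT and BSA for 1 h at room temperature. Remaining ATP was measured by Kinase-Glo Plus luminescence.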
# Starred values were filed as active, the others as inactive; ? = inconclusive; nt = not tested or not shown; [ ] = dose if it differs, or a comment. The call rests on the fitted dose curve; in most records, active means well fitted curve in the direction sought with a large enough effect; inconclusive means small, poorly fitted or top-dose-only effect, or another doubt; inactive means no such curve, though single readings can be large; an effect the other way counts as inactive or inconclusive. This is a subset; rates above refer to the full screens.
mol	B2AR arrestin ag	TSG101-PTAP inh	p53null 39C tox	p53null 32C tox	FH mod	NTMT1 inhibitor	GALK inhibitor
COCCCNC(=O)CCn1c(=O)c2ccccc2n(CC(=O)Nc2c(C)cc(C)cc2C)c1=O	1%	0%	-1%	9%	-1%	12%	1%
Cc1cccc(-n2nnc(-c3nc(-c4cccs4)no3)c2N)c1	-1%	-18%	-9%	-5%	3%	10%	0%
Cc1ccc(NC(=O)C2CCN(S(=O)(=O)c3cc(-c4noc(C)n4)ccc3C)CC2)c(C)c1	0%	2%	17%	-12%	-22%	-4%	-2%
Cc1ccc2cc3cc(C(=O)N(C)c4ccccc4C)oc3nc2c1	1%	-6%	?	?	?	2%	0%
COc1ccc(CCN2CCC(CNC(=O)c3cnn(-c4ccccc4)c3C3CCN(C(=O)OC(C)(C)C)CC3)CC2)cc1	0%	0%	-10%	16%	-15%	?	3%
Cc1cc(S(=O)(=O)Nc2ccc3oc4c(c3c2)CCCC4)ccc1Cl	0%	-1%	18µM*	?	?	3%	0%
Cc1cc(C)c(Cn2c(=O)n(CCCCC(=O)NCc3ccccc3Cl)c(=O)c3ccccc32)c(C)c1	-2%	0%	-7%	9%	2%	9%	0%
Cc1ccc2oc(=O)c3cc(C(=O)Nc4cccc(C#N)c4)sc3c2c1	1%	-1%	2%	-4%	-16%	-13%	8%
CCN(C(=O)c1ccc2c(c1)N(Cc1cccc(Cl)c1)C(=O)c1ccccc1S2=O)c1ccccc1 (centres undefined)	6%	1%	-3%	30%[activator]	-21%	16%	2%
COc1ccccc1CNC(=O)c1ccc(-c2nc(CS(=O)(=O)c3ccc(C)cc3)c(C)o2)cc1	0%	0%	12%	-2%	nt	nt	3%
COc1cccc(NC(=O)CN2C(=O)C3(SCC(=O)N3c3cc(C)cc(C)c3)c3ccccc32)c1 (centres undefined)	1%	-1%	-2%	20%	-14%	15%	3%
Cc1ccc(S(=O)(=O)N(CC(=O)NCCSc2ccc(Cl)cc2)c2ccccc2C)cc1	1%	2%	7%	24%	-20%	8%	-1%
COc1ccc(Cn2c(=O)n(-c3ccc(F)c(Cl)c3)c(=O)c3c2c2cc(OC)ccc2n3C)cc1	0%	-2%	19%	2%	-1%	6%	-6%
Cc1ccn2c(=O)cc(CSc3nnc(C)s3)nc2c1	0%	-5%	10%	2%	?	12%	0%
COc1cc(CNCCCSc2nnnn2C)cc(Br)c1OC	-3%	0%	17%	-2%	-11%	-25%	1%
Cc1ccc(Nc2c3c(nc4ccccc24)CCC3)cc1F	-1%	0%	?	10%	-15%	12%	4%
CCCn1cnc2cc(NCc3ccccc3OCC)ccc21	6%	-6%	3%	3%	?	-15%	-13%
Cc1ccc(CSc2nc3cccnc3n2Cc2ccc(C(=O)NCc3ccco3)cc2)cc1	1%	1%	?	?	-6%	?	-4%
COCCCN1C(=O)c2oc3ccccc3c(=O)c2C12C(=O)N(C)c1ccccc12 (centres undefined)	0%	0%	-2%	2%	-16%	4%	4%
COc1ccc(NC(=O)c2c(C)oc3ccc(O)c(CN4CCOCC4)c23)cc1	0%	0%	-12%	-1%	nt	nt	9%

# In the list so far, 2 have a thiophene ring, fused or not:
mol	B2AR arrestin ag	TSG101-PTAP inh	p53null 39C tox	p53null 32C tox	FH mod	NTMT1 inhibitor	GALK inhibitor
Cc1cccc(-n2nnc(-c3nc(-c4cccs4)no3)c2N)c1	-1%	-18%	-9%	-5%	3%	10%	0%
Cc1ccc2oc(=O)c3cc(C(=O)Nc4cccc(C#N)c4)sc3c2c1	1%	-1%	2%	-4%	-16%	-13%	8%

# The main list resumes, starting two compounds before the break.
mol	B2AR arrestin ag	TSG101-PTAP inh	p53null 39C tox	p53null 32C tox	FH mod	NTMT1 inhibitor	GALK inhibitor
COCCCN1C(=O)c2oc3ccccc3c(=O)c2C12C(=O)N(C)c1ccccc12 (centres undefined)	0%	0%	-2%	2%	-16%	4%	4%
COc1ccc(NC(=O)c2c(C)oc3ccc(O)c(CN4CCOCC4)c23)cc1	0%	0%	-12%	-1%	nt	nt	9%
O=C(NC1CCCCC1)c1ccc2c(c1)N(Cc1cccc(Cl)c1)C(=O)c1ccccc1S2(=O)=O	0%	-5%	13%	15%	-10%	-4%	-1%
COCCNC(=O)CSc1nc(-c2ccccc2C)nc2c1c(=O)n(C)c(=O)n2C	0%	0%	9%	2%	-3%	2%	-5%
COc1cccc(-c2ccnc3c(-c4ccccc4)c(C)nn23)c1	1%	-6%	nt	nt	-15%	1%	8%
Cc1ccc(-n2c(=O)c3ccc(C(=O)NCc4ccco4)cc3n(Cc3cccc(Cl)c3)c2=O)cc1	-1%	0%	5%	5%	-5%	14%	1%
CC(C)c1ccc(C(=O)Nc2cccc3cccnc23)cc1	1%	0%	?	?	-7%	-5%	6%
COc1ccc(CCCc2nnc(SCC(=O)Nc3cccc(C)c3)o2)cc1	1%	-11%	8%	1%	-11%	6%	2%
Cc1ccc(CSc2nnc3[nH]c(=O)cc(C)n23)cc1	-2%	-1%	25%	3%	-12%	-3%	-8%
CCOC(=O)c1cccc(NC(=O)CC2C(=O)N(c3ccc(F)cc3)C(=O)N2C(C)C)c1 (centres undefined)	1%	0%	-10%	0%	nt	nt	2%
CCOC(=O)N1CCc2c(sc3c2c(=O)n(-c2ccc(CC)cc2)c(=O)n3Cc2cccc(OC)c2)C1	-1%	-1%	4%	0%	-13%	3%	9%
Cc1cc(S(=O)(=O)Nc2cc3c(cc2N2CCOCC2)n(C)c(=O)n3C)ccc1F	0%	-3%	-26%	2%	-15%	-1%	2%
Cn1cnc(S(=O)(=O)N2CCC(C(=O)N3CCN(c4ccccc4F)CC3)CC2)c1	0%	-3%	13%	1%	-16%	-1%	1%
COc1cc(NC(=O)CSc2nc(-c3ccc(C)cc3)nc3c2Cc2ccccc2O3)cc(OC)c1	-2%	1%	21%	8%	-11%	-2%	6%
O=C(NCCc1csc(-c2ccc(Cl)cc2)n1)c1ccco1	-1%	-4%	-17%	-10%	-11%	-16%	2%
Cn1nc(C(=O)NCc2ccc(Cl)cc2)c2c1-c1ccccc1SC2	-2%	-2%	-3%	-5%	-23%	0%	-9%
CCOc1ccc(NC(=O)Cn2c(=O)n(-c3ccccc3)c(=O)c3ccc(C(=O)NCc4ccc5c(c4)OCO5)cc32)cc1	0%	-1%	16µM*	-10%	3%	0%	-1%
Cc1ccc(Nc2c(-c3ccco3)nc3ccc(C)cn23)cc1	1%	-2%	-22%	5%	-8%	4%	0%
CCOc1ccc(NC(=O)CSc2ncnc3c2sc2ccccc23)cc1	2%	0%	-12%	2%	-3%	-2%	-6%
NC(=O)C1CCN(C(=O)c2cccc(NC(=O)c3nsc4ccccc34)c2)CC1	0%	-7%	?	?	-4%	-6%	-1%
Cc1ccc(Cn2c(SCc3ccc(C(=O)NC4CCCC4)cc3)nc3ccncc32)cc1	6%	6%	6%	28%	-35%	-18%	3%
COC(=O)c1sc2cccc(F)c2c1S(=O)(=O)Nc1ccc(N(C)C)cc1	4%	-5%	-7%	-4%	-15%	-13%	-1%

# Some entries already given, limited to GALK inhibitor, NTMT1 inhibitor and p53null 32C tox.
SMILES	GALK inhibitor	NTMT1 inhibitor	p53null 32C tox
Cc1ccc(CSc2nnc3[nH]c(=O)cc(C)n23)cc1	-8%	-3%	3%
O=C(NC1CCCCC1)c1ccc2c(c1)N(Cc1cccc(Cl)c1)C(=O)c1ccccc1S2(=O)=O	-1%	-4%	15%
Cc1ccc(Cn2c(SCc3ccc(C(=O)NC4CCCC4)cc3)nc3ccncc32)cc1	3%	-18%	28%

# (continued)
# Second line of a record – B2AR arrestin ag | TSG101-PTAP inh | p53null 39C tox | p53null 32C tox | FH mod | NTMT1 inhibitor | GALK inhibitor
COc1ccc(NC(=O)CCSc2nc(-c3ccc(OC)cc3)cc(C(F)(F)F)n2)cc1
  1% | 3% | -14% | -12% | -9% | 3% | 0%
Cc1nn(C)c2c1c(C(F)(F)F)cc(=O)n2C(C)C(=O)N1CCN(c2ccccc2)CC1 (centres undefined)
  1% | 2% | 10% | 25% | ? | 2% | -1%
CC(C)c1ccc(Nc2c(-c3ccccc3O)nc3cnccn23)cc1
  1% | -7% | 25µM* | 34%[activator] | ? | 8% | 4%
COc1ccc(CCNC(=O)c2cnn(-c3cccc(C)c3)c2C2CCNCC2)cc1OC
  1% | 2% | 16% | 0% | -6% | -9% | -2%
CCN(CCCNC(=O)c1cc2c(=O)[nH]c3ccccc3c2s1)c1ccccc1
  0% | 1% | -12% | -9% | 4% | 2% | 9%
Cc1oc2cc3oc(=O)c(CC(=O)NCc4ccccc4)c(C)c3cc2c1C
  0% | -4% | ? | 16% | 6% | 1% | 0%
CCN(C(=O)c1cc2c(=O)oc3ccc(C)cc3c2s1)c1ccccc1C
  -1% | -1% | -3% | -1% | -37% | ? | 8%
CCCC(CCC)C(=O)Nc1cccc(-c2cn3cccnc3n2)c1
  -1% | 0% | 23% | 3% | -7% | 7% | -4%
O=C(NCc1ccccc1Cl)c1c2c(nc3ccccc13)C(=O)N(C1CCCCC1)C2
  7% | -4% | -1% | 1% | -1% | -6% | -2%
COc1ccccc1OCCCSc1nc(-c2ccc(C(C)(C)C)cc2)nc2cc(=O)[nH]n12
  -1% | -11% | 62%[activator] | 13% | nt | nt | -1%
Cc1ccnc(NC(c2ccccc2F)c2ccc3cccnc3c2O)c1 (centres undefined)
  0% | 4% | ? | -28% | 3% | 13% | 2%
CCc1ccccc1NC(=O)c1ccc(F)c(S(=O)(=O)N2CCN(c3cccc(Cl)c3)CC2)c1
  -2% | 1% | 4% | -3% | ? | 0% | 2%
Cc1cc(Cl)ccc1NC(=O)CSc1nc2c(c(=O)[nH]1)CCC2
  -2% | -1% | -9% | 6% | -5% | 7% | 2%
Cc1cccc2c1-c1sc(C(=O)NCc3ccccc3Cl)cc1CO2
  0% | 3% | ? | -6% | -25% | 10% | 1%
CCOc1ccccc1NS(=O)(=O)c1ccc2c(c1)CC(C)N2C(=O)C1CC1 (centres undefined)
  3% | 1% | -24% | -3% | -20% | 0% | 4%
Cc1nn(-c2ccccc2)c(-n2cccc2)c1C(=O)N1CCN(c2ccccc2)CC1
  -3% | -2% | -20% | 0% | -4% | -2% | 9%
CCCNC(=O)CCc1c(C)nc2nc(-c3cc(OC)cc(OC)c3)nn2c1C
  1% | -9% | -1% | -2% | -23% | -14% | 0%

# Source: PubChem
